# CRFBP-R2 block: antagonists of CRF-binding protein/CRF-R2 receptor complex. 350,000 tested, 0.59% active. HEK293 CRF-R2/CRF-BP, CRF-induced calcium fluorescence. inhibition, % at 11.8 µM;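 active = inhibition of the ligand-induced calcium signal above about 50% at the single tested concentration, limit read from the data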
# MEKK2wt PB1 HTS: raises or lowers MEK5 binding to wildtype human MEKK2 PB1 domain | Q9Y2U5 | AID 1531 | bead flow cytometry, Alexa488-MEK5 binding to MEKK2 WT; actives lie on both sides | binding response (% of control), % at 10 µM | 290,000 tested, 1.1% active; in the data active = binding response below about 67% or above about 130%
# UBC9 SUMO inh: inhibitors of human SUMOylation (UBC9); 290,000 tested, 0.36% active; P63279; inhibition, % at 35 µM; HTRF SUMOylation assay, SAE1/SAE2 + UBC9, in vitro; in the data active = inhibition above about 50%, passing the limit was not always enough; note: strong numbers were not always called active
# Target sequence (P63279 whole entry, looked up): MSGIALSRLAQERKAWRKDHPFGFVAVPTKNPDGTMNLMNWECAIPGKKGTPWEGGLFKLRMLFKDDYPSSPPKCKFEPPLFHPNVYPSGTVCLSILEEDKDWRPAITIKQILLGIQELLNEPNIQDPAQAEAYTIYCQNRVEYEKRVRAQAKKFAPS
# FID counter: counter-screen for HCV NS3 helicase inhibitors: DNA intercalator displacement; 290,000 tested, 0.17% active; DNA fluorescent intercalator displacement, fluorescence; AID 1845; inhibition, % at 7.9 µM; in the data active = inhibition above about 37%;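 note: 0% = vehicle and 100% = reference compound; higher means more ethidium bromide displaced from hairpin DNA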
# MEKK2 mut-MEK5: signal of MEK5 binding to mutant human MEKK2 PB1 domain | 290,000 tested, 0.35% active | bead flow cytometry, Alexa488-MEK5 binding to MEKK2 mutant | percent response, % at 10 µM | AID 1530; in the data active = percent response above about 24%, passing the limit was not always enough; note: inactives centre near 1; some results filed as inactive read as strong as hits
# HCV NS3 hel inh: inhibitors of Hepatitis C virus NS3 helicase. inhibition, % at 10.9 µM. NS3 helicase DNA unwinding, Cy5 molecular beacon fluorescence. AID 1800. 290,000 tested, 0.56% active;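 active = inhibition above the mean of all tested compounds plus 3 SD, set per campaign, cut at about 35% in these data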;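 note: 0% = DMSO wells and 100% = thioflavine S control wells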
#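 Material: hepatitis C virus NS3 helicase domain fragment enzyme; measured by: Cy5 fluorescence, 0 and 60 min reads; control set: DMSO and thioflavine S; incubation: 60 min unwinding reaction at 25 °C after ATP addition; read-out basis: % inhibition from 60/0 min fluorescence ratio, DMSO 0%, thioflavine S 100%; repeats: singlicate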
# GalR3 antagonist: antagonists of human GalR3; O60755; HEK293 GalR3-CNG cAMP membrane potential fluorescence; galR3 body fused to GalR1 C-terminus; inhibition, % at 3 µM; 360,000 tested, 0.44% active;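 active = inhibition above the screen-wide average plus 3 SD, cut at about 13% in these data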;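 note: forskolin and galanin both at EC90 stimulate the cells; cAMP rise reported by CNG channel membrane potential dye signal; 0% = forskolin plus galanin with DMSO and 100% = forskolin alone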
# Target sequence (O60755 1-299 limits assumed): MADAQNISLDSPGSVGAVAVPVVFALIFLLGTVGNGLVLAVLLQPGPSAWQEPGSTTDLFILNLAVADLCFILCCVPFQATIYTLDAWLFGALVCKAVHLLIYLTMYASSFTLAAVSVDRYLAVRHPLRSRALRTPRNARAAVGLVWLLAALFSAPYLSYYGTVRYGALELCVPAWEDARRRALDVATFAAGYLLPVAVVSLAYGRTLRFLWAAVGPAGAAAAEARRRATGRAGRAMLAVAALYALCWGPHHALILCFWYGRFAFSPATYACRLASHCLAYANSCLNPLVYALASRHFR
# MEKK3 PB1 HTS: raises or lowers MEK5 binding to the human MEKK3 PB1 domain; binding response (% of control), % at 10 µM; 290,000 tested, 1.4% active; AID 1529; bead-based flow cytometry, Alexa488-MEK5 binding to MEKK3; actives lie on both sides; 0 = blocked by unlabeled MEK5, 100 = vehicle; Q99759;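 active = binding response more than 3 SD above or below the average of its plate-row segment, actives on both sides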;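 note: Alexa488 bead fluorescence after subtracting the streptavidin-only scavenger bead signal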
# Target sequence (Q99759 whole entry, looked up, the tested form may be a part): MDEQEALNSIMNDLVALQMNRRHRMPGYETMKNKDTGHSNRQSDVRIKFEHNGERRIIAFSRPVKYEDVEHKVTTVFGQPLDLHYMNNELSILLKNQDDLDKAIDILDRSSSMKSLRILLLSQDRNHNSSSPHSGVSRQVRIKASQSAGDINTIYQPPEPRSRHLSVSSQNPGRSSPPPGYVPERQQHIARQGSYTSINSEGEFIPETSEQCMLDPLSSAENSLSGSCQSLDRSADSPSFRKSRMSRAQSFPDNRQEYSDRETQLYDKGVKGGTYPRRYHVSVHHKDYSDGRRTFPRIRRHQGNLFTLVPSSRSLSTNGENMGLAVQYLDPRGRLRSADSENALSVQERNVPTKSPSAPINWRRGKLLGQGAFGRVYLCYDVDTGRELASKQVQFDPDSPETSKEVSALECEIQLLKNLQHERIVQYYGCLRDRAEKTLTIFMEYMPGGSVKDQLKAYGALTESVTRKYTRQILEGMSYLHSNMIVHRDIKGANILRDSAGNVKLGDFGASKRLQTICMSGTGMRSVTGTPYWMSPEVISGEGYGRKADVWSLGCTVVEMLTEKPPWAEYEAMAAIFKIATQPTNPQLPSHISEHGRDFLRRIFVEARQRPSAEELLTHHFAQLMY
# CRFBP-R2 agonist: CRF-BP/CRF-R2 complex agonism; HEK293 CRF-R2/CRF-BP, calcium dye fluorescence (FLIPR); percent of saturating CRF peptide response; activation, % at 13.2 µM; 350,000 tested, 0.46% active;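 active = activation of at least 50%, plus an integration ratio under a set limit after plate pattern correction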;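 note: plate controls were neutral control wells without compound for no effect and CRF at EC100 for full effect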
# Active calls of the source: *; · = no result given. These rows are one share of the data; the hit share may differ from the screen's.
item	Molecule	CRFBP-R2 block	MEKK2wt PB1 HTS	UBC9 SUMO inh	FID counter	MEKK2 mut-MEK5
1	CCCC(=O)NC(Nc1ccc(S(=O)(=O)Nc2ncccn2)cc1)(C(=O)OCC)C(F)(F)F (stereo unspecified)	7	97	15	-3	2
2	Nc1cccc(Oc2cnccn2)c1	6	102	-12	-2	3
3	CCn1cc(C(=O)N2CCc3ccccc32)c(=O)c2cc(S(=O)(=O)N3CCCCCC3)ccc21	-5	96	8	-32	1
4	O=C(CCCNS(=O)(=O)c1ccc(Br)cc1)N1CC[C@@]2(O)CCCC[C@H]2C1	-12	107	11	-25	3
5	O=C(C1CC12CCCC2)N1CCC(CO)(Cc2ccccc2Cl)CC1 (stereo unspecified)	-6	92	4	-23	-12
6	Cc1nc2ccc(-c3nc4ccccc4[nH]3)cc2[nH]1	-9	92	0	16	-11
7	Cc1nnc(NC(=O)CSc2ccc(-c3ccccn3)nn2)s1	·	93	20	-10	-1
8	c1ccc(C2CCC(N3CCN(c4ccccc4)CC3)CC2)cc1 (stereo unspecified)	4	122	-8	10	14
9	CN(CCOC(=O)/C=C/c1ccco1)Cc1ccccc1	-5	101	3	-4	-1
10	CCc1ccccc1NS(=O)(=O)c1ccc(SC)cc1	23	99	10	-14	5

item	HCV NS3 hel inh	GalR3 antagonist	MEKK3 PB1 HTS	CRFBP-R2 agonist
1	1	-7	100	-0.5
2	20	-2	103	0.2
3	-6	-1	101	-0.6
4	3	2	110	0.5
5	-2	-5	101	-0.5
6	-1	4	88	-0.2
7	1	·	96	·
8	-7	·	111	-0.6
9	23	-7	102	2.0
10	-14	-7	103	-1.3

# New compounds follow.
item	Molecule	CRFBP-R2 block	MEKK2wt PB1 HTS	UBC9 SUMO inh	FID counter	MEKK2 mut-MEK5
11	CCOc1cc(C(=O)OC(C)C(=O)Nc2ncc(Cl)cc2Cl)ccc1OCC(=O)N1CCOCC1 (stereo unspecified)	-12	92	-15	-32	-2
12	N#Cc1nc(-c2ccc(OCc3ccccc3)cc2)oc1N1CCC(C(N)=O)CC1	-9	·	12	-1	·
13	CC1(C)CC(C(=O)NCCC(c2ccccc2)c2ccco2)CCO1 (stereo unspecified)	21	99	-6	-14	10
14	CSCCC(NC(=O)c1ccc([N+](=O)[O-])cc1Cl)C(=O)OCC(=O)C12CC3CC(CC(C3)C1)C2 (stereo unspecified)	18	102	-3	-1	-3
15	COc1ccccc1-n1cnc2sc(-c3ccccc3)cc2c1=O	16	·	-2	-1	·
16	CCCCc1cc(=O)oc2cc(C)cc(OC(C)C(=O)NCc3ccncc3)c12 (stereo unspecified)	-7	98	24	-37	-1
17	COc1ccc2nc(NC(=O)C3CCN(S(=O)(=O)c4cccs4)CC3)sc2c1	-12	94	-5	-8	-2
18	CN(C)S(=O)(=O)N1CCN(c2ccccc2Cl)CC1	9	99	2	-10	2
19	CCOC(=O)N1CCC(NC(=O)C2CCN(S(=O)(=O)c3cccc4cccnc34)CC2)CC1	3	107	18	-27	1
20	CC(C)(C)CN1CCNC(=O)C1CC(=O)NCc1cccc(-n2cccn2)c1 (stereo unspecified)	25	95	6	-25	-5

item	HCV NS3 hel inh	GalR3 antagonist	MEKK3 PB1 HTS	CRFBP-R2 agonist
11	8	0	96	-1.4
12	-6	1	·	1.9
13	16	0	97	-0.2
14	15	-3	101	-1.2
15	-8	4	·	1.2
16	-5	-6	101	-0.7
17	-10	0	101	-2.2
18	-3	-6	96	1.1
19	0	·	102	1.0
20	-2	11	98	-6.5

# Next part:
item	Molecule	CRFBP-R2 block	MEKK2wt PB1 HTS	UBC9 SUMO inh	FID counter	MEKK2 mut-MEK5
21	COc1ccc(C)cc1NC(=O)CCNS(=O)(=O)c1ccc2c(c1)CCC(=O)N2	-2	96	21	-11	-1
22	CSCCC(NC(=O)c1ccccc1C)C(=O)O (stereo unspecified)	-7	104	-7	1	1
23	N/C(=N\N=C\c1ccc([N+](=O)[O-])cc1)c1nonc1N	-7	98	8	1	-26
24	CCC(Sc1nc(C)cc(C)n1)C(=O)Nc1nccs1 (stereo unspecified)	7	106	-3	-12	2
25	Nc1ncnc2oc(-c3ccco3)c(-c3ccco3)c12	-58	97	78*	2	2
26	CC(C)Sc1nc2ccccc2n1CC(=O)NCc1ccc2c(c1)OCO2	8	103	-5	-6	3
27	CCOc1cc(CNc2ccc3c(c2)CCC3)ccc1OC	·	98	-4	-2	-2
28	Cc1ccc(C)c(NC(=O)CSc2nnc(C3CCCCC3)o2)c1	-16	105	3	-10	8
29	Cn1c(SCC(=O)NCCNC(=O)CSc2nnc(C(F)(F)F)n2C)nnc1C(F)(F)F	4	106	3	-6	3
30	CCOC(=O)c1[nH]c2ccc(Br)cc2c1NC(=O)CCN1CCC(C(=O)OCC)CC1	-20	107	-11	-2	2

item	HCV NS3 hel inh	GalR3 antagonist	MEKK3 PB1 HTS	CRFBP-R2 agonist
21	3	0	98	-0.1
22	0	1	99	4.1
23	-2	-6	89	1.3
24	4	6	104	-1.4
25	22	-5	101	3.3
26	-1	-6	100	-2.4
27	13	·	98	·
28	-2	-8	102	-1.3
29	16	-2	106	-2.1
30	1	-4	105	1.7

# Complete entries from above. Order of screens: CRFBP-R2 block | MEKK2wt PB1 HTS | UBC9 SUMO inh | FID counter | MEKK2 mut-MEK5 | HCV NS3 hel inh | GalR3 antagonist | MEKK3 PB1 HTS | CRFBP-R2 agonist
# CCC(Sc1nc(C)cc(C)n1)C(=O)Nc1nccs1 (stereo unspecified) across the screens: 7 | 106 | -3 | -12 | 2 | 4 | 6 | 104 | -1.4
# Nc1ncnc2oc(-c3ccco3)c(-c3ccco3)c12 across the screens: -58 | 97 | 78* | 2 | 2 | 22 | -5 | 101 | 3.3

# (next part)
item	Molecule	CRFBP-R2 block	MEKK2wt PB1 HTS	UBC9 SUMO inh	FID counter	MEKK2 mut-MEK5
31	CC(C)OC(=O)CSc1nnc(-c2cccnc2)n1Cc1ccccc1	15	94	12	-13	-4
32	O=C(Nc1nccs1)c1ccc2c(c1)C(=O)N(Cc1cccnc1)C2=O	7	98	9	-18	-1
33	O=C(CCCOc1ccc(Cl)cc1Cl)NN1CCOCC1	12	102	-2	-6	4
34	CN1CCN(NC(=O)/C=C/c2cccc(Cl)c2)CC1	-2	111	1	-9	10
35	O=C(Nc1ccccc1F)c1ccc(CN2CCc3ccccc3C2)cc1	6	103	-3	-2	3
36	N#Cc1cc2c(nc1SCC(=O)N1CCCCC1)CCCC2	8	98	-14	-19	-5
37	Cc1ccc(OCCn2cc(C(=O)O)c3ccccc32)cc1	-6	72	2	-24	-13
38	S=C(NCc1ccccc1)N1CCn2cccc2C1c1cccnc1 (stereo unspecified)	-8	92	19	-4	-10
39	Cc1cc(C(=O)CSc2nnc(-c3ccco3)o2)c(C)n1CC1COc2ccccc2O1 (stereo unspecified)	2	101	21	-42	-3
40	CC1C/C=C/C=C/C=C/C=C/C(O[C@@H]2O[C@H](C)[C@@H](O)[C@H](N)[C@@H]2O)CC2OC(O)(CC(O)CC3OC3/C=C/C(=O)O1)CC(O)C2C(=O)O (stereo partly specified)	·	100	-1	-10	-1

item	HCV NS3 hel inh	GalR3 antagonist	MEKK3 PB1 HTS	CRFBP-R2 agonist
31	-5	-6	99	0.8
32	0	-2	100	-7.1
33	-16	-10	103	-1.6
34	1	1	108	-0.4
35	-3	-11	103	-1.8
36	-10	0	91	-0.4
37	2	0	92	0.3
38	-13	-1	93	-0.6
39	42*	-3	102	2.7
40	-1	-2	97	·

# Carrying on:
item	Molecule	CRFBP-R2 block	MEKK2wt PB1 HTS	UBC9 SUMO inh	FID counter	MEKK2 mut-MEK5
41	COc1ccc(-n2nnnc2SCC(=O)Nc2cccc(O)c2)cc1	15	110	1	-6	13
42	CCOC(=O)N1CCC(N(CCCOC)C(=O)Nc2ccc(CC)cc2)CC1	-15	103	-1	-17	5
43	CCc1ccc(NC(=O)Cn2nnc(C(=O)NCc3ccc4c(c3)OCO4)c2N)cc1	15	100	41	-19	-1
44	NS(=O)(=O)c1cc(C(=O)OC2CCOC2=O)ccc1Cl (stereo unspecified)	-4	94	6	-1	-4
45	CC(C)NC(=O)c1onc(CSc2ccc(F)c(F)c2)c1C(=O)NC(C)C	1	99	·	·	4
46	O=C(Nc1ccc(F)cc1)c1ccccc1Oc1ccc(C(F)(F)F)cc1[N+](=O)[O-]	20	110	-22	-8	1
47	O=C1CC(c2ccccc2Cl)CC(O)=C1C=Nc1ccccc1 (stereo unspecified)	-45	110	-8	-7	-1
48	O=C(Cc1coc2ccc3ccccc3c12)Nc1nccs1	-8	107	-6	-2	6
49	O=[N+]([O-])c1cc(-c2ccc(/C=N/n3cnnc3)o2)ccc1Cl	3	94	6	1	-3
50	CCCCCCCN=CC1=C(O)CC(c2ccccc2)CC1=O (stereo unspecified)	-29	90	0	-11	-3

item	HCV NS3 hel inh	GalR3 antagonist	MEKK3 PB1 HTS	CRFBP-R2 agonist
41	8	-8	110	-2.0
42	-4	0	107	-4.1
43	3	-1	100	5.9
44	3	-3	99	-1.3
45	·	-6	103	-1.4
46	7	-5	106	-0.8
47	16	-11	106	8.2
48	-4	-5	105	0.0
49	2	-8	93	0.0
50	5	1	87	-1.4

# (cont.)
item	Molecule	CRFBP-R2 block	MEKK2wt PB1 HTS	UBC9 SUMO inh	FID counter	MEKK2 mut-MEK5
51	O=C(Nc1ccc(N2CCN(C(=O)c3cccs3)CC2)cc1)c1cccnc1	-1	93	4	-21	-2
52	COc1cccc(/C=N/NC(=O)C[n+]2ccccc2)c1OC	-18	100	6	3	0
53	Cc1ccc(-c2nnc(N(C)C(=O)C3CCCO3)s2)cn1 (stereo unspecified)	0	99	31	-2	1
54	CCOC(=O)C1=C(N)OC2=C(C(=O)CC(C)(C)C2)C1c1ccco1 (stereo unspecified)	5	97	12	-6	1
55	CCOc1ccc(C2C(C(=O)c3cccs3)=C(O)C(=O)N2Cc2cccnc2)cc1 (stereo unspecified)	12	89	5	-38	-9
56	CCOC(=O)c1cc2c(ccn2C)n1Cc1ccccc1Cl	-8	93	37	-9	-5
57	CC1c2ccsc2CCN1C(=O)NC(=O)c1ccc(Cl)cc1 (stereo unspecified)	9	108	10	-8	2
58	CCOC(=O)C1CCCN(C(=S)Nc2cccc(Cl)c2C)C1 (stereo unspecified)	9	100	1	1	5
59	O=C(O)c1cccc(N/N=C/c2cccc3ccccc23)c1	11	94	17	-22	2
60	CCCC(=O)Nc1cccc(NC(=O)c2ccc([N+](=O)[O-])cc2Cl)c1	0	125	-4	2	23

item	HCV NS3 hel inh	GalR3 antagonist	MEKK3 PB1 HTS	CRFBP-R2 agonist
51	5	-2	91	-1.9
52	-7	-2	99	5.4
53	7	1	99	-0.4
54	5	-4	99	-0.9
55	-8	5	88	17
56	-4	-9	95	-0.4
57	-3	-3	104	-1.0
58	16	-3	98	-1.0
59	5	-6	95	-0.2
60	53*	-3	107	-0.4

# Arranged by SMILES length (ascending): 3 of the compounds above.
item	Molecule	CRFBP-R2 block	MEKK2wt PB1 HTS	UBC9 SUMO inh	FID counter	MEKK2 mut-MEK5
2	Nc1cccc(Oc2cnccn2)c1	6	102	-12	-2	3
48	O=C(Cc1coc2ccc3ccccc3c12)Nc1nccs1	-8	107	-6	-2	6
57	CC1c2ccsc2CCN1C(=O)NC(=O)c1ccc(Cl)cc1 (stereo unspecified)	9	108	10	-8	2

item	HCV NS3 hel inh	GalR3 antagonist	MEKK3 PB1 HTS	CRFBP-R2 agonist
2	20	-2	103	0.2
48	-4	-5	105	0.0
57	-3	-3	104	-1.0

# Screening data deposited in PubChem BioAssay by several laboratories.
